High-throughput results as filed in PubChem.
ALDH1A1 block: blocks purified human ALDH1A1 activity | 220,000 compounds, 7.3% hits | Potency, µM (series often up to 75.3 µM), without a hit: top-dose activity, negative = inhibition, most hits filed as inhibitors | Purified ALDH1A1, NADH fluorescence, propionaldehyde substrate | P00352; active = well fitted inhibition curve with a large enough effect, not every such curve was filed as active; inconclusive = small, poorly fitted or top-dose-only effect, or another doubt; inactive = no such curve, though single readings can be large or run the other way;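 also: plate controls were no enzyme wells and a reference inhibitor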
TR SRC2 fluor cs: Texas Red fluorescence interference in TRb-SRC2 counter-screen. TRb/SRC2 Texas Red total fluorescence interference. Potency, µM (doses to about 106 µM), for the others: at the highest dose fluorescence change, negative = quenching. 280,000 compounds, 0.29% hits; active = well fitted curve in either direction with a large enough effect; inconclusive = small, poorly fitted or top-dose-only effect
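Flags fluorescent or light-absorbing compounds by total fluorescence, S + 2P, at 555 nm excitation and 632 nm emission. Mixture: 20 nM Texas Red SRC2 peptide, 0.6 uM human TRb LBD, 1 uM T3, 5% DMSO; compound exposure 5 h at ambient temperature.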
L3MBTL1 inh: L3MBTL1 (human) inhibition; Q9Y468; AlphaScreen L3MBTL1–H3K9me1 peptide binding; Potency, µM (top dose mostly 57.1 µM), without a hit: top-dose activity, negative = inhibition, hits mostly inhibitors; 230,000 compounds, 0.66% hits; also: nearly all actives have a fitted effect of over 60% in size
Target sequence (Q9Y468 whole entry, looked up): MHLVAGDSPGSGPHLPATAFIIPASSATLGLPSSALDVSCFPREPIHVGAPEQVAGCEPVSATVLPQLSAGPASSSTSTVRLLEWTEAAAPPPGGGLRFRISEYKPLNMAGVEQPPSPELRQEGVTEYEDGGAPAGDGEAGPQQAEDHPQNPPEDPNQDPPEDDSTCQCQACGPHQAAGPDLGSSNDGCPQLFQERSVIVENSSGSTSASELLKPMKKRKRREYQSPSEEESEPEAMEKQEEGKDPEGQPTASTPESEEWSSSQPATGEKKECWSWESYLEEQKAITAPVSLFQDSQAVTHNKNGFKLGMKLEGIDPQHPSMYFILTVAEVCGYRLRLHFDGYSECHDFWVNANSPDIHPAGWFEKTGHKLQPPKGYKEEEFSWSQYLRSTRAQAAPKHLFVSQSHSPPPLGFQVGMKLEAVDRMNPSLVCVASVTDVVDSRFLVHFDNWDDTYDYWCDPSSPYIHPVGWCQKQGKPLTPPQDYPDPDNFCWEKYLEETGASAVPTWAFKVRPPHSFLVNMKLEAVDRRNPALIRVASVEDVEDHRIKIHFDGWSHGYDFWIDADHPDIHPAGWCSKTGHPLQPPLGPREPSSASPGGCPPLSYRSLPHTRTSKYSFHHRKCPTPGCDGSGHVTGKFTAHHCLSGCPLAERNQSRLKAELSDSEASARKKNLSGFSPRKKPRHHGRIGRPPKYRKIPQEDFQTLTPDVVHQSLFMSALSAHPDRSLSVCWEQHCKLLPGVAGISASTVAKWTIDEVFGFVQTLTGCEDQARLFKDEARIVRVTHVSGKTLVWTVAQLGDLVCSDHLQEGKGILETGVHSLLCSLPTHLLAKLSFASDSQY
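L3MBTL1 (50 nM) pre-complexed 30 min with biotinylated H3(1-15)K9me1 peptide (75 nM), then compounds added for 30 min at room temperature; AlphaScreen streptavidin donor/nickel chelate acceptor beads (10 ug/mL final) read after 30 min dark incubation.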
TRb SRC2 PPI: disrupts binding of human TR beta to SRC2. Potency, µM (doses to about 106 µM), without a hit: top-dose activity change, negative = inhibition, hits mostly inhibitors. P10828. TRbeta-SRC2 peptide binding, fluorescence polarization; receptor liganded with 1 µM T3. 280,000 compounds, 0.065% hits. AID 1469;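 also: plate controls were bound peptide for no effect and peptide without receptor for full effect; nearly all actives have a fitted effect of over 50% in size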
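TRb LBD 0.6 uM + Texas Red SRC2 peptide 20 nM, 1 uM T3, Tris buffer w/ 5% DMSO; compound pinned, 5 h RT; FP read ex 555/em 632; normalized to unbound and bound controls.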
Tau fluor counter: counter-screen for tau fibril formation inhibitors; tau K18 P301L Alexa594 fluorescence, heparin fibrillization; Potency, µM (top dose mostly 57.7 µM), for inactives: top-dose activity change, negative = decrease; 280,000 compounds, 0.93% hits; also: nearly all actives have a fitted effect of over 55% in size
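Human tau K18 P301L (15 uM unlabeled, 0.24 uM Alexa 594-labeled) in 100 mM sodium acetate pH 7 with 20 uM heparin, 6 hr at 37 C. ThT 30 uM added, 1 hr ambient; Alexa 594 FP and total fluorescence read at 555/632 nm.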
aGal spleen mod: inhibitors or activators of human alpha-galactosidase in spleen homogenate; AID 2107; P06280; human spleen homogenate, 4MU-alpha-Gal fluorescence, 40 min; 240,000 compounds, 0.008% hits; Potency, µM (series often up to 80 µM), for the others: at the highest dose activity change, negative = inhibition, most hits filed as inhibitors;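 also: 0% = enzyme with vehicle and -100% = no enzyme basal signal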
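Fluorogenic readout (Ex 365/Em 440 nm) of 4-methylumbelliferone released from 1 mM 4-MU-alpha-galactoside by spleen homogenate, 40 min at 37C, pH 5.0. Data normalized to no-enzyme and enzyme controls; Hill-equation AC50 from compound titrations.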
Tau FP inhib: tau fibrillization inhibition (FP) | 280,000 compounds, 0.39% hits | K18 P301L tau heparin fibrillization, Alexa594 FP, 6 h | P10636 | AID 1468 | Potency, µM (top dose mostly 57.7 µM), for the others: at the highest dose activity, negative = inhibition, hits mostly inhibitors; also: nearly all actives have a fitted effect of over 55% in size
Target sequence (P10636 561-689 P618L limits assumed): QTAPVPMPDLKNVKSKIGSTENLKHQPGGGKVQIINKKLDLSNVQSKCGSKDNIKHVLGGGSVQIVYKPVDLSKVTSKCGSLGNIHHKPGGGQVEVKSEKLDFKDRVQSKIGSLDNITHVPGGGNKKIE
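K18 P301L tau (15 uM unlabeled/0.24 uM Alexa 594-labeled, final) + compound + heparin 20 uM final; 100 mM NaOAc pH 7; 6 hr 37 C; ThT 30 uM final added, 1 hr RT; FP ex 555/em 632 nm.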
Tau ThT inhib: tau fibrillization inhibition (ThT binding); P10636; recombinant tau K18 P301L (four-repeat tau fragment), heparin-induced fibrillization, ThT fluorescence; Potency, µM (titrated, usually from 57.4 µM), for the others: top-dose activity, negative = inhibition, hits mostly inhibitors; 270,000 compounds, 2.1% hits; also: nearly all actives have a fitted effect of over 55% in size
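Aggregation was driven by heparin (20 uM final) acting on recombinant tau […] bearing P301L in 100 mM sodium acetate pH 7; fibrils were detected with Thioflavin T.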
* = called active by the depositor; ? = inconclusive; / = not tested or not shown; & = joins results of further samples; [ ] = remark or other dose. Unless noted, calls follow the shape of the dose curve; as a rule, active = well fitted curve in the direction sought with a large enough effect; inconclusive = small, poorly fitted or top-dose-only effect, or another doubt; inactive = no such curve, though single readings can be large; an effect the other way counts as inactive or inconclusive. Unless noted, % is scaled to controls: 0 for no effect and ±100 for the full control effect; potency is read from the fitted curve at half-maximal effect.

SMILES	ALDH1A1 block	TR SRC2 fluor cs	L3MBTL1 inh	TRb SRC2 PPI	Tau fluor counter	aGal spleen mod	Tau FP inhib	Tau ThT inhib
Cn1c(SCC(=O)N2CCN(c3ccccc3)CC2)nnc1-c1ccccc1	7.9µM*	0%	0%	-1%	-7%	-8%	0%	-8%
Cc1cc(C)n(-c2nc3ccccc3nc2N2CCN(S(=O)(=O)c3ccc(F)c(C)c3)CC2)n1	?	0%	/	-7%	2%	-2%	7%	-1%
Cc1c(/C=N/n2cnnc2)c2ccccc2n1CCOc1ccc(Cl)cc1	13%	-3%	-6%	-3%	-11%	0%	-5%	-12%
COc1cc2c(cc1O)CCN(C(=O)c1ccco1)C2C (stereo unspecified)	?	-2%	/	-1%	-11%	-8%	3%	-12%
COc1cc(O)c(C(=O)/C=C/c2ccccc2)c(OC)c1	0%	0%&-9%	/	4%&-3%	-22%&-2%	-14%&6%	6%&4%	?
CC(C)CC(CC(C)C)=NNC(=O)c1ccc(CSc2nncn2C)cc1	?	0%	/	-6%	-1%	7%	1%	-6%
CCc1ccccc1NC(=O)CSc1nc(-c2cccc(Cl)c2)nc2c1Cc1c(CO)cnc(C)c1O2	/	-2%	/	-5%	-2%	/	-1%	5%
CC(C)NC(=O)COC(=O)c1cncc(Br)c1	-3%	1%	7%	0%	-5%	1%	6%	-13%
Cc1cc(NC(=O)NC(C)(C(F)(F)F)C(F)(F)F)no1	/	-5%	1%	-2%	-8%	-1%	2%	2%
CCn1nccc1C(=O)NC1=C(C#N)CCC1	?	3%	-3%	-17%	-3%	0%	9%	-6%
CC(C)(C)SCCNC(=O)COc1ccc(Cl)cc1	2%	4%	8%	0%	-8%	-4%	-5%	-5%
C=CCn1c(CNC(=O)c2ccco2)nnc1SCC(=O)c1ccccc1	-7%	-3%	-10%[2.29 µM]	2%	7%	4%	-4%	10%
CN(C)C(=S)SCC(=O)NC(=O)NC(C)(C)C	-1%	0%	-1%	2%	10%	6%	2%	14%
Cc1nc(SCc2cc(=O)c3cccc(F)c3[nH]2)n[nH]1	/	-2%	/	19%	0%	/	0%	0%
CCN=C1S/C(=C\c2cn(CC)c3ccccc23)C(=O)N1CC	?	0%	-6%	2%	?	6%	10%	?
O=C(NC1CC1)c1sc2cc([N+](=O)[O-])ccc2c1Cl	7%	5%	-4%	1%	-15%	-1%	5%	?
COc1ccccc1N(C)S(=O)(=O)c1ccc(C(=O)N(CC(N)=O)C(C)C)cc1	9%	1%	/	-24%	-7%	-7%	0%	-8%
Cc1ccccc1OCC(=O)OCC(=O)NCC1CCCO1 (stereo unspecified)	4%	-2%	/	11%	-2%	3%	-4%	-6%
Cc1ccc2c(c1)cc(CN(Cc1cccnc1)C(=O)NCc1ccccc1)c1nnnn12	?	-1%	7%	-4%	-14%	0%	2%	-4%
CCCN(CCC)CCNC(=S)Nc1ccc2nc3n(c(=O)c2c1)CCCCC3	-4%	-2%	2%	3%	3%	10%	5%	8%
CC(C)OC(=O)Cn1nc(C(F)(F)F)c2c1CCCC2	-5%	-1%	-9%	-4%	-4%	-8%	-1%	4%
O=[N+]([O-])c1cc(S(=O)(=O)C(F)(F)F)ccc1N1CCN(c2ccccc2)CC1	1%	-1%	?	4%	?	-3%	9%	-21%
CCOc1ccc(NC(=O)[C@@H](NC(=O)c2ccccc2Br)C(C)C)cc1	-6%	-2%	/	1%	-18%	-9%	5%	?
CCOC(=O)C1=C(C)c2ccccc2OC1(C(=O)OCC)C(C)C (stereo unspecified)	-1%	-4%	13%	1%	-15%[81.3 µM]	-25%[119 µM]	-5%[81.3 µM]	-12%[81.4 µM]
C=CCn1nnnc1SCC(=O)Nc1cccc(OC)c1	-1%	1%	-11%	-3%	-1%	-5%	-3%	0%
O=S(=O)(c1cccc2cccnc12)N(CCO)CCO	2%	0%	/	-10%	-2%	-7%	-3%	-3%
CCCOc1ccc(CNC(=O)CCCn2ncn3c(cc4sc(CC)cc43)c2=O)cc1	/	3%	/	5%	4%	/	-11%	-16%
CC(=O)c1cccc(NC(=O)C2CCCN(S(=O)(=O)c3cccc4cccnc34)C2)c1 (stereo unspecified)	-4%	1%	/	0%	-14%	-2%	1%	-10%
CCN(C(=O)COC(=O)c1cc([N+](=O)[O-])ccc1N1CCCCC1)C1CCS(=O)(=O)C1 (stereo unspecified)	14µM*	-2%	/	-5%	-9%	8%	1%	-12%
N#Cc1nc(COc2ccc(Br)cc2)oc1N1CCN(Cc2ccccc2)CC1	?	2%	?	2%	-18%	-6%	-1%	-21%

Look-ups from above:
Under aGal spleen mod, `CC(C)OC(=O)Cn1nc(C(F)(F)F)c2c1CCCC2` reads -8%
Under aGal spleen mod, `CCOC(=O)C1=C(C)c2ccccc2OC1(C(=O)OCC)C(C)C` (stereo unspecified) reads -25%[119 µM]
Under Tau FP inhib, `C=CCn1nnnc1SCC(=O)Nc1cccc(OC)c1` reads -3%
Under Tau FP inhib, `CCOc1ccc(NC(=O)[C@@H](NC(=O)c2ccccc2Br)C(C)C)cc1` reads 5%

Further entries.
SMILES	ALDH1A1 block	TR SRC2 fluor cs	L3MBTL1 inh	TRb SRC2 PPI	Tau fluor counter	aGal spleen mod	Tau FP inhib	Tau ThT inhib
CN1CCN(C(=O)/C(=C/c2cccs2)NC(=O)c2cccs2)CC1	-13%	-5%	12%	2%	-3%	7%	1%	-2%
CC(C)C(CCN1C(=O)CCC1=O)C1CCOC(C)(C)C1 (stereo unspecified)	-4%	0%	1%	-7%	-11%	8%	-13%	-9%
COc1ccc(NC(=O)c2ccc3ccccc3n2)cc1S(=O)(=O)Nc1ccccc1Cl	0%	0%	-8%	2%	?	-7%	?	-3%
CCS(=O)(=O)c1ncc(N(Cc2ccco2)Cc2sccc2C)c(C(=O)Nc2ccc(C)cc2C)n1	/	13%	/	-1%	-9%	/	-4%	-7%
Cc1ccccc1NC(=O)C1CCC(CNS(=O)(=O)c2ccc3c(c2)C(C)(C)C(=O)N3C)CC1 (stereo unspecified)	/	0%	/	3%	-13%	/	-2%	-2%
Cc1cccc(NS(=O)(=O)c2ccc3oc(=O)c4ncn(C)c4c3c2)c1C	/	-2%	/	6%	2%	/	5%	2%
Cc1nc2ccc(S(=O)(=O)c3ccc4nc(C)[nH]c4c3)cc2[nH]1	6%	1%	-6%	-8%	-19%	7%	-5%	-22%
CCC(=O)N1CCN(c2ccc(NC(=O)c3ccc(-c4ccccc4)cc3)cc2)CC1	11%	1%	/	-5%	-21%	8%	-6%	?
CCC(=O)Nc1cc(C)c(NC(=O)c2ccccc2OC)cn1	-6%	0%	2%	4%	0%	8%	2%	-12%
CCCN1C(=O)C(O)(C/C(C)=N/O)c2ccccc21 (stereo unspecified)	14%	-2%	-1%	4%	-5%	-17%	-5%	0%
FC(F)(F)c1cc(C(F)(F)F)c2ccc(N3CCN(c4ncccn4)CC3)nc2n1	4%	1%	-4%	-5%	-1%	-11%	3%	-1%
O=C(NCc1ccco1)C1CCC(CNS(=O)(=O)c2cccc3cccnc23)CC1 (stereo unspecified)	13µM*	0%	/	1%	-8%	-13%	2%	-16%
CCOc1ccc(-c2nc(-c3ccncc3)no2)cc1OCC	2%	-3%	/	-4%	-12%	6%	-4%	?
COC(=O)c1c(C)nn(-c2ccccc2)c1-n1cccc1	-7%	0%	/	-12%	-11%	-1%	-5%	-15%
O=C(Nc1ccc2c(c1)OCO2)C(c1ccccc1)N1CCCCC1 (stereo unspecified)	?	-6%	2%	1%	-3%	9%	7%	-2%
Cc1ccc(NC(=O)C(Cc2ccccc2)NS(=O)(=O)c2ccc3c(c2)oc(=O)n3C)c(Cl)c1 (stereo unspecified)	/	-4%	/	5%	-2%	/	-12%	7%
O=S(=O)(c1ccc(S(=O)(=O)N2CCN3CCCC3C2)cc1)N1CCCC1 (stereo unspecified)	-2%	1%	2%	-5%	-16%	2%	-6%	-19%
CC(=O)N1c2ccccc2CC1C(=O)N1CCN(c2cc(Cl)ccc2C)CC1 (stereo unspecified)	/	-1%	/	4%	-10%	/	11%	-16%
COc1ccc(N2CCn3c2nc2c3c(=O)n(CCCc3ccccc3)c(=O)n2C)cc1	1%	-4%	-5%	5%	-6%	5%	6%	-5%
Cc1cccc(NC(=O)CCn2cnc3ccccc3c2=O)c1	/	?	/	-17%	10%	/	-1%	6%
COc1cc2c(cc1OC)C(c1ccncc1)CC(=O)N2 (stereo unspecified)	0%	2%	/	-18%	-1%	-8%	4%	4%
Cc1nn(-c2ccccc2)c(Cl)c1/C=N/NC(=O)c1ccc(NS(=O)(=O)c2cccs2)cc1	?	-1%	-12%	5%	?	9%	-14%	-2%
COc1ccc(N(CC(=O)NCc2ccccc2Cl)S(=O)(=O)c2c(C)nn(C)c2C)cc1	/	0%	/	-1%	-3%	/	-2%	7%
COc1cccc(N2CCN(CC(=O)Nc3ccc(-n4cnnn4)cc3)CC2)c1	4%	-2%	0%	1%	7%	1%	-2%	1%
Cc1ccc(-c2noc(CN3CCN(Cc4ccccc4)CC3)n2)cc1	28µM*	-3%	3%[11.4 µM]	3%	-15%	3%	4%	?
CN(C)c1ccc(P(=O)(Nc2cccc(C(F)(F)F)c2)N2CCOCC2)c(NC(=O)c2cccs2)c1 (stereo unspecified)	?	-25%	-1%	1%	-18%	4%	11%	-3%
CCOC(=O)C(=O)Nc1cc(C)on1	-10%	-2%	-18%	4%	5%[2.34 µM]	8%	5%[2.34 µM]	-3%
CCOc1ccccc1-c1nc(C(N)=O)c2c(n1)n(-c1ccc3c(c1)OCO3)c(=O)n2C	/	-4%	/	0%	9%	/	5%	3%
CSc1nc(N2CCOCC2)cc(N2CCOCC2)n1	6%	-1%	6%	5%	2%	-2%	3%	0%
Cc1[nH]c2ccccc2c1C(=O)CSc1ccc(Cl)cc1	?	-2%	-1%[11.4 µM]	8%	-11%	5%	-13%	-3%

Laid out differently: results already given
| smiles | ALDH1A1 block | TR SRC2 fluor cs | L3MBTL1 inh | TRb SRC2 PPI | Tau fluor counter | aGal spleen mod | Tau FP inhib | Tau ThT inhib |
| --- | --- | --- | --- | --- | --- | --- | --- | --- |
| CCOC(=O)C(=O)Nc1cc(C)on1 | -10% | -2% | -18% | 4% | 5%[2.34 µM] | 8% | 5%[2.34 µM] | -3% |
| CCOc1ccccc1-c1nc(C(N)=O)c2c(n1)n(-c1ccc3c(c1)OCO3)c(=O)n2C | / | -4% | / | 0% | 9% | / | 5% | 3% |
